Bioassay records deposited in PubChem BioAssay by several laboratories.
Kir21 inh: inhibitors of mouse Kir2.1 inward-rectifier potassium channel | P35561 | AID 1672 | HEK293-Kir2.1, FluxOR thallium flux fluorescence; active compounds read low | B-score at 10 µM | actives 0.85% (n = 310,000);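 active means fluorescence ratio B-score at or below minus 3 SD of library scores, with starting-brightness B-score within 2 SD, cut at about -4.2 in these data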;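 further: channel flux triggered by added potassium and thallium sulfate stimulus; B-score of peak minus minimum fluorescence over baseline after thallium stimulus; more negative B-score means stronger Kir2.1 block with less thallium influx; some compounds called inactive have numbers as strong as hits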
Target sequence (P35561 whole entry, looked up): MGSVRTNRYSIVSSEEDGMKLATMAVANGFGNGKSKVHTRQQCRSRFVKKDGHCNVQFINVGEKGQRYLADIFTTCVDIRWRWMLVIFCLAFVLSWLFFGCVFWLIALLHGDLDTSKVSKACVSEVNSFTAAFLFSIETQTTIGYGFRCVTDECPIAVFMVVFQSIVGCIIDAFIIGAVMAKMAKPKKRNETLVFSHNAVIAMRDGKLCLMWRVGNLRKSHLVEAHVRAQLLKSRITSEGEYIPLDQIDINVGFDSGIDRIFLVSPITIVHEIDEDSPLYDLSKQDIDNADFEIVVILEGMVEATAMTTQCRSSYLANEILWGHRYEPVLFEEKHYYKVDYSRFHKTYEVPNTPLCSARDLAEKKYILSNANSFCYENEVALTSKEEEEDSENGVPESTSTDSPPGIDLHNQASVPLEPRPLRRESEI
STK33 kinase inh: human STK33 kinase inhibition; inhibition, % at 10 µM; purified STK33, MBP phosphorylation, ADP-Glo luminescence; actives 0.073% (n = 320,000);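 active means inhibition at or above 25%, using the most active replicate where run in duplicate; inactive means inhibition below 25%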
Target sequence (Q9BYT3 whole entry, looked up): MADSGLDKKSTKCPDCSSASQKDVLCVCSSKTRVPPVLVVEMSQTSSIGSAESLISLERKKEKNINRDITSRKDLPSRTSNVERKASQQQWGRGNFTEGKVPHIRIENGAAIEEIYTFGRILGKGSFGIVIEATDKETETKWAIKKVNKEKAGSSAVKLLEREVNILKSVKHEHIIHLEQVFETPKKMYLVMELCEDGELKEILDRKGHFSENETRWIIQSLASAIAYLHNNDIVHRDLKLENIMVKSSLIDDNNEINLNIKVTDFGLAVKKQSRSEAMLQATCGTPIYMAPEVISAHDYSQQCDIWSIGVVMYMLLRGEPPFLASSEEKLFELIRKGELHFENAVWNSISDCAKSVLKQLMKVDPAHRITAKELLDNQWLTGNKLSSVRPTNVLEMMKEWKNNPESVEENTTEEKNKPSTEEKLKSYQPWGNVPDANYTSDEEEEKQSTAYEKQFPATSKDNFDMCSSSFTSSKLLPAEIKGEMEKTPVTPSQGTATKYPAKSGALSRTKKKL
Starred values were filed as active, the others as inactive.

Screening CCCN1CCN(C(=O)c2ccc3nc(CC)c(CC)nc3c2)CC1 returned Kir21 inh -0.17 and STK33 kinase inh -0.8.
For COc1ccccc1N=CC=C1OC(C)(C)C(C)(C)O1 the results were Kir21 inh -0.44 and STK33 kinase inh 0.3.
C=CCNC(=O)/C=C/c1c(F)cccc1Cl was read as Kir21 inh 1.6 and STK33 kinase inh -0.2.
Cc1cc(N2CCOCC2)n2nc(C)c(-c3ccccc3)c2n1 was read as STK33 kinase inh 1.5.
`COc1ccc(N(CC(=O)NC2CCCCC2)C(=O)CCC(=O)Nc2nc(C)cs2)cc1` gave Kir21 inh 1.6 and STK33 kinase inh -0.1.
O=C(Cn1nc(-c2ccccc2Cl)ccc1=O)Nc1ccccc1-c1ccccc1 was read as Kir21 inh -0.77 and STK33 kinase inh -3.2.
COc1ccc(NC(=S)N/N=C/c2cccn2Cc2ccccc2F)cc1 was read as Kir21 inh 2.5 and STK33 kinase inh -1.8.
`Cc1ccc([N+](=O)[O-])cc1NC(=O)Cc1ccc(F)cc1` gave Kir21 inh -2.7 and STK33 kinase inh 0.7.
CCOc1ccccc1NC(=O)/C=C/c1ccccc1[N+](=O)[O-] was read as Kir21 inh 0.76 and STK33 kinase inh -0.5.
Screening CCC(=O)Nc1ccc(C(=O)N/N=C/c2ccc([N+](=O)[O-])cc2)cc1 returned Kir21 inh 0.04.
`CCOC(=O)C(NC(=O)CC)(Nc1cc(C)on1)C(F)(F)F` (stereo not given) gave STK33 kinase inh -0.6.
`CCc1cccc2c(C(=O)CN3C(=O)NC4(CCCCC4)C3=O)c[nH]c12` gave STK33 kinase inh 0.3.
Screening CC1CCN(CC(=O)N2CC(=O)Nc3ccccc32)CC1 returned Kir21 inh -0.15 and STK33 kinase inh -1.6.
Screening Cn1cc(-c2nc3ccccc3[nH]2)c2ccccc21 returned Kir21 inh -2.2 and STK33 kinase inh -1.3.
`C/C(=N\O)C1(C)N(O)C(C)(C)C(c2ccco2)=[N+]1[O-]` (stereo not given) gave Kir21 inh 0.18 and STK33 kinase inh 2.4.
`CCCCN(CCCC)CCCNC(=O)CN1C(=O)COc2ccc(S(=O)(=O)N3CCC(C)CC3)cc21` gave Kir21 inh -1.2 and STK33 kinase inh -0.1.
CS(=O)(=O)N(Cc1ccc(C(=O)Nc2ccccc2Sc2ccccc2)cc1)c1ccccc1 was read as Kir21 inh -0.94 and STK33 kinase inh -2.6.
N#CC1=C2N=C(N)c3ccccc3N2C2=C(C(=O)CCC2)C1c1ccc(F)cc1 (stereo not given) was read as Kir21 inh 1.2 and STK33 kinase inh -1.8.
`COc1ccc(C2NS(=O)(=O)OCC2C)cc1` (stereo not given) gave Kir21 inh 1.8 and STK33 kinase inh 0.3.
Screening Cc1c(Cl)cnc(NC(=O)COC(=O)c2ccc(S(=O)(=O)NCc3ccco3)cc2)c1Cl returned Kir21 inh -1.2 and STK33 kinase inh 3.7.
COc1ccc(CN(C)S(=O)(=O)c2c(C)noc2C)cc1OC was read as STK33 kinase inh 1.6.
Screening COc1ccc(C2SCC(=O)N2c2nc3ccccc3s2)cc1 (stereo not given) returned Kir21 inh 0.3 and STK33 kinase inh -0.4.
Screening Cc1cc(NC(=O)C(C)SCC(=O)Nc2ccccc2C(C)(C)C)no1 (stereo not given) returned Kir21 inh -0.16 and STK33 kinase inh -2.1.
For CCOc1ccc(NCC(=O)Nc2ccc(C)cc2C)cc1 the results were Kir21 inh 1.3 and STK33 kinase inh -1.6.

4 records drawn at random from those above, as already listed:
Screening CC1CCN(CC(=O)N2CC(=O)Nc3ccccc32)CC1 returned Kir21 inh -0.15 and STK33 kinase inh -1.6.
Screening COc1ccc(C2SCC(=O)N2c2nc3ccccc3s2)cc1 (stereo not given) returned Kir21 inh 0.3 and STK33 kinase inh -0.4.
CS(=O)(=O)N(Cc1ccc(C(=O)Nc2ccccc2Sc2ccccc2)cc1)c1ccccc1 was read as Kir21 inh -0.94 and STK33 kinase inh -2.6.
Screening Cc1cc(NC(=O)C(C)SCC(=O)Nc2ccccc2C(C)(C)C)no1 (stereo not given) returned Kir21 inh -0.16 and STK33 kinase inh -2.1.

Other results:
Screening Cc1cccc(C(C)C)c1NC(=O)C1CN(S(=O)(=O)c2ccccc2)CCN1S(=O)(=O)c1ccccc1 (stereo not given) returned Kir21 inh -1.5 and STK33 kinase inh -1.9.
`CSCC[C@H](NC(=O)OC(C)(C)C)C(=O)NCC1CCC(C(=O)N[C@@H](Cc2ccccc2)C(=O)O)CC1` (stereo not given in full) gave Kir21 inh -0.58 and STK33 kinase inh -0.7.
Screening CC(OCC(O)CN1CCCCC1CCO)c1ccc(Cl)cc1 (stereo not given) returned Kir21 inh -1.6 and STK33 kinase inh 0.3.
CC(=O)c1ccc(NC(=O)c2cnsn2)cc1 was read as Kir21 inh 0.68 and STK33 kinase inh 0.1.
O=C(c1cnc2c(c1)COc1ccc(Cl)cc1-2)c1ccccc1O was read as Kir21 inh -1.6 and STK33 kinase inh -0.2.
For C[C@@H]1CN([C@@H](C)CO)C(=O)Cc2cc(NC(=O)Nc3ccc(F)cc3)ccc2O[C@@H]1CN(C)Cc1ccc(Cl)c(Cl)c1 the results were STK33 kinase inh -1.0.
CN1CCCC(OC(=O)/C(C#N)=C/c2ccccc2)C1 (stereo not given) was read as Kir21 inh 0.39.
Screening COc1cc2ccc(=O)oc2c(O)c1OCC=C(C)C returned Kir21 inh 0.4 and STK33 kinase inh -1.8.
`Cc1cc(C(=O)Nc2ccc(F)c(Cl)c2)on1` gave Kir21 inh 0.35 and STK33 kinase inh -1.0.
Screening COc1ccc(CN2C(=O)[C@@H]3C(c4ccc(F)cc4)=NO[C@@H]3C2=O)cc1 returned STK33 kinase inh 0.6.
Cc1ccccc1Nc1nc(N)nc(COC(=O)C(NC(=O)c2ccco2)C(C)C)n1 (stereo not given) was read as Kir21 inh -0.06 and STK33 kinase inh -0.9.
Screening CN=C1c2ccccc2CN1c1cccc(C(=O)OC)c1 returned Kir21 inh 0.57 and STK33 kinase inh -2.4.
For Cc1cccc(C)c1OC(=O)CSc1nnc(-c2ccccc2)o1 the results were Kir21 inh 1.5 and STK33 kinase inh 0.3.
Cc1ccc(Cn2nc3c(cc2=O)CCc2ccccc2-3)cc1 was read as Kir21 inh -0.21 and STK33 kinase inh 0.6.
O=C(Nc1cccnc1)c1cc(-c2ccc3c(c2)OCO3)on1 was read as Kir21 inh 0.44 and STK33 kinase inh -1.8.
`CCc1cc2cccc(C)c2nc1SCC(=O)N1CCN(C(=O)c2ccco2)CC1` gave Kir21 inh -0.8 and STK33 kinase inh -23.
For COc1ccc(N=CC2=C(O)CCCC2=O)cc1 the results were Kir21 inh -0.96 and STK33 kinase inh 3.1.
Cc1nn(CC(=O)OCC(=O)c2ccc(OC(F)F)cc2)c(C)c1[N+](=O)[O-] was read as STK33 kinase inh -1.2.
For CC(C)(C)C(C(=O)n1cccc1C#N)c1ccccc1 (stereo not given) the results were STK33 kinase inh -0.2.
Cc1ccc(C)c(N2CCN(C(=O)Nc3ccc4c(c3)N(C)C(=O)CS4)CC2)c1 was read as Kir21 inh 1.6 and STK33 kinase inh -1.1.
Screening CC(NC(=O)C(CC(=O)OC(C)(C)C)NC(=O)OC(C)(C)C)C(N)=O (stereo not given) returned Kir21 inh 1 and STK33 kinase inh -0.2.
For CCOc1ccc(-c2cc(CCCC(=O)NCCC(C)C)no2)cc1 the results were Kir21 inh -0.12 and STK33 kinase inh -1.0.
For COc1ccc(CCN(C)C(=O)Cc2ccc(-c3ccccc3)cc2)cc1OC the results were Kir21 inh -4 and STK33 kinase inh -0.1.
`Nn1cnc2sc3c(c2c1=O)CCC3` gave Kir21 inh 0.8 and STK33 kinase inh 0.1.
O=C(NC1CCCCC1)C(c1ccncc1)N(CC1CCCO1)C(=O)C(F)(F)F (stereo not given) was read as Kir21 inh -0.09 and STK33 kinase inh 0.2.
`COc1ccc(CCC(=O)NCCOc2ccccc2Cl)cc1` gave Kir21 inh -0.51 and STK33 kinase inh -1.1.
For COc1cccc(CN2CC(C(=O)NCCn3cccn3)CCC2=O)c1 (stereo not given) the results were Kir21 inh -0.03 and STK33 kinase inh -1.2.
Screening COCC(C)NC(C(=O)Nc1cccc(C(C)=O)c1)c1ccccc1 (stereo not given) returned Kir21 inh -1.9 and STK33 kinase inh 0.5.
Cc1ccc(NC(=S)N(CCN(C)C)Cc2cc3cc(C)ccc3[nH]c2=O)cc1 was read as Kir21 inh -1.6 and STK33 kinase inh -1.5.
COc1cc(/C=N/n2c(C3CCCCC3)n[nH]c2=S)cc(Br)c1O was read as Kir21 inh 0.78 and STK33 kinase inh 13.
Screening CC(C)CC1=NN(C(=O)c2cccnc2)C(O)(C(F)(F)F)C1 (stereo not given) returned Kir21 inh -1.1 and STK33 kinase inh -0.7.
Screening CCOc1nc(-c2ccccc2Cl)nc2ccccc12 returned Kir21 inh -1.8 and STK33 kinase inh -0.6.
Screening CCCCCc1nc(N)c(C#N)c(-c2ccco2)c1CCCC returned Kir21 inh 0.33 and STK33 kinase inh -0.6.
Screening Cc1[nH]n(-c2ccccc2)c(=O)c1/C=N/N1C(=O)c2ccc3c4c(ccc(c24)C1=O)CC3 returned Kir21 inh 1.1.
O=C(CSc1ccccc1C(=O)O)NCc1ccccc1 was read as Kir21 inh 0.03 and STK33 kinase inh -0.1.
For CN(C(=O)CNc1ccccc1Cl)C1CCS(=O)(=O)C1 (stereo not given) the results were STK33 kinase inh -1.9.
For Cc1cc(C)nc(N2CCC(C(=O)N3CCN(c4cc(Cl)ccc4C)CC3)CC2)n1 the results were Kir21 inh 1.3 and STK33 kinase inh -1.2.
CCc1nnc(NC(=O)C2Cc3ccccc3CN2S(=O)(=O)c2ccc(C)cc2)s1 (stereo not given) was read as Kir21 inh 0.12 and STK33 kinase inh -1.2.
`Cc1cc(C)c(S(=O)(=O)N2CCOC2CNC(=O)C(=O)NCCCN2CCCC2=O)c(C)c1` (stereo not given) gave Kir21 inh 1.7 and STK33 kinase inh 1.2.
COc1ccc(OC)c(-c2cc(C(=O)N3CCc4ccccc4C3)no2)c1 was read as Kir21 inh 1.6 and STK33 kinase inh -2.5.
Screening COc1ccccc1/C=C/CN1CCOCC1 returned Kir21 inh -0.29 and STK33 kinase inh -0.8.
`COC(=O)Cc1ccc(NC(=S)N2CCN(c3ccc(F)cc3)CC2)cc1` gave Kir21 inh 0.75 and STK33 kinase inh -0.6.
For CCCn1c(=N)n(CC(=O)c2ccc([N+](=O)[O-])cc2)c2ccccc21 the results were Kir21 inh -0.19 and STK33 kinase inh -1.7.
For O=C(CSc1nc2ncccc2[nH]1)c1ccc(F)cc1 the results were Kir21 inh -1.3 and STK33 kinase inh -1.6.
Cc1cc(SCC(=O)c2ccc(O)c(O)c2)n2nc(C)c(-c3ccccc3)c2n1 was read as Kir21 inh 1.9 and STK33 kinase inh -1.3.
Screening O=C(Nc1ccc(F)cc1)c1cncs1 returned Kir21 inh 0.14 and STK33 kinase inh 1.1.
For CSc1ncccc1C(=O)Nc1cccc(S(=O)(=O)N2CCCC2)c1 the results were STK33 kinase inh -2.1.
Screening C/C(=N/NC(=O)Cc1cccs1)c1ccco1 returned Kir21 inh -0.2 and STK33 kinase inh -1.6.

As a working copy, some entries already given.
For O=C(CSc1nc2ncccc2[nH]1)c1ccc(F)cc1 the results were Kir21 inh -1.3 and STK33 kinase inh -1.6.
Cc1cc(SCC(=O)c2ccc(O)c(O)c2)n2nc(C)c(-c3ccccc3)c2n1 was read as Kir21 inh 1.9 and STK33 kinase inh -1.3.
Screening O=C(Nc1ccc(F)cc1)c1cncs1 returned Kir21 inh 0.14 and STK33 kinase inh 1.1.
For CSc1ncccc1C(=O)Nc1cccc(S(=O)(=O)N2CCCC2)c1 the results were STK33 kinase inh -2.1.
Screening C/C(=N/NC(=O)Cc1cccs1)c1ccco1 returned Kir21 inh -0.2 and STK33 kinase inh -1.6.

(further entries)
O=C(/C=C/c1ccc(Br)o1)Nc1nnc(C2CC2)s1 was read as Kir21 inh -0.83 and STK33 kinase inh -1.5.
For COc1ccc2nc(NC(=O)CSc3cn[nH]n3)sc2c1 the results were Kir21 inh -3.2 and STK33 kinase inh 4.5.
For Cn1c(=O)c2c(ncn2CC(=O)Nc2ccccc2)n(C)c1=O the results were Kir21 inh -1.4 and STK33 kinase inh 4.0.
For COc1ccc(C(=O)NC(=S)Nc2ccc(N3CCOCC3)c(Cl)c2)cc1[N+](=O)[O-] the results were Kir21 inh -0.03 and STK33 kinase inh -1.8.
Screening COc1cc(C(=O)NCCCNc2nc3c(C)cc(C)cc3cc2C#N)cc(OC)c1OC returned Kir21 inh -0.68 and STK33 kinase inh -0.1.
Screening Cc1ccc(-c2nnc(SCC(=O)N/N=C/c3ccc(C(=O)O)cc3)n2C2CCCCC2)cc1 returned Kir21 inh 1.5 and STK33 kinase inh -0.1.
Screening COc1ccc(C(C)=O)cc1CSc1nnc(C)n1-c1ccccc1 returned Kir21 inh -0.12 and STK33 kinase inh -1.9.
Cc1ccc2c(c1)C(O)(CC(=O)/C=C/C=C/c1ccccc1)C(=O)N2 (stereo not given) was read as Kir21 inh 0.79 and STK33 kinase inh -1.1.
CCN(CC)S(=O)(=O)c1ccc(N=Nc2c(N)[nH]c(=O)[nH]c2=O)cc1 was read as Kir21 inh 1.1 and STK33 kinase inh 0.0.
Screening CC(Sc1nnc(Cc2cccs2)n1C1CCCCC1)C(=O)N1CCc2ccccc21 (stereo not given) returned Kir21 inh -3.3 and STK33 kinase inh -1.6.
Screening CCOCCCNC(=S)Nc1cc(C)cc(C)c1 returned Kir21 inh 0.11 and STK33 kinase inh -1.2.
CC(C)CCN(C(=S)Nc1cccc(F)c1)C1CCN(C(C)C)CC1 was read as Kir21 inh -1.1 and STK33 kinase inh -0.7.
`Cc1csc(=O)n1CC(=O)OCC(=O)Nc1ccc(F)c(F)c1` gave Kir21 inh 2.1 and STK33 kinase inh -3.1.
For CN(C(=O)COC(=O)CCc1c[nH]c2ccccc12)C(c1ccccc1)c1ccccc1 the results were Kir21 inh 0 and STK33 kinase inh -0.9.
